Pol eta inh – qHTS for Inhibitors of Polymerase Eta | actives 1.2% (n = 390,000) | Potency, µM (series often up to 114 µM), inactives show top-dose activity change, negative = inhibition, hits mostly inhibitors | recombinant Pol eta, fluorescent DNA replication assay; also: % is scaled to controls: 0 for no effect and ±100 for the full control effect
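Pol eta (10 nM) was preincubated with compounds for 15 min at room temperature, after which fluorescent replication substrate (50 nM final) was added to start the reaction. Fluorescence was read kinetically at 0 and 10 min.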
POLK inh – qHTS for Inhibitors of Polymerase Kappa; purified Pol kappa, fluorescent DNA synthesis assay, 10 min; Potency, µM (doses to about 107 µM), for the others: top-dose activity, negative = inhibition, usual class: inhibitors; actives 0.53% (n = 400,000); AID 588579, 2011; also: % is scaled to controls: 0 for no effect and ±100 for the full control effect
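10 nM Pol kappa was preincubated with compounds for 15 min at room temperature. Reaction started with 50 nM (final) substrate. Fluorescence read kinetically at 0 and 10 min.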
G9a block – qHTS Assay for Inhibitors of Histone Lysine Methyltransferase G9a; Histone-lysine N-methyltransferase EHMT2 (Homo sapiens), Q96KQ7; G9a H3K9 monomethylation, AlphaScreen, 2 h; Potency, µM (top dose mostly 102 µM), without a hit: at the highest dose activity, negative = inhibition, hits mostly inhibitors; actives 8.8% (n = 350,000); AID 504332, 2011; also: % is scaled to controls: 0 for no effect and ±100 for the full control effect; nearly all actives have a fitted effect of over 75% in size
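Using a bead-based AlphaScreen, monomethylated H3K9 product from 2 h room-temperature reactions (G9a 20 nM, peptide 500 nM, SAM 20 uM) was detected with 0.5 ug/mL rabbit anti-H3K9me1 antibody.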
POLI inh – qHTS for Inhibitors of Polymerase Iota | Potency, µM (doses to about 115 µM), without a hit: at the top dose activity, negative = inhibition, most hits filed as inhibitors | AID 588590, 2011 | actives 1% (n = 390,000) | Pol iota fluorescent replication assay, 10 min
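Fluorescent replication assay read twice, at 0 min and 10 min after adding 50 nM (final) substrate. Enzyme (10 nM) and compounds were first incubated 15 min at room temperature; enzyme-free buffer wells were negative controls.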
APE1 inh – qHTS Assay for Inhibitors of the Human Apurinic/apyrimidinic Endonuclease 1 (APE1); recombinant APE1, TAMRA/BHQ-2 abasic DNA cleavage fluorescence; Potency, µM (top dose mostly 65.8 µM), without a hit: top-dose activity change, negative = inhibition, usual class: inhibitors; actives 0.35% (n = 350,000);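 also: plate controls were vehicle for no effect and reference inhibitor for full effect; nearly all actives have a fitted effect of over 55% in size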
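Measures dequenching upon AP-site incision of a 5'-TAMRA/3'-BHQ-2 THF-containing duplex, 50 nM; human APE1 0.75 nM after 15 min room-temperature exposure to compound; kinetic three-point read at one-minute spacing.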
BLM helicase inh – qHTS Assay for Inhibitors of Bloom's syndrome helicase (BLM); actives 0.2% (n = 350,000); Potency, µM (series often up to 56.1 µM), for the others: at the top dose activity change, negative = inhibition, usual class: inhibitors; recombinant BLM DNA unwinding, fluorescence dequenching; RecQ-like DNA helicase BLM (Homo sapiens), P54132; AID 2528, 2010;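 also: plate controls were vehicle for no effect and no enzyme for full effect; nearly all actives have a fitted effect of over 35% in size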
BAZ2B inh – qHTS Assay for Inhibitors of BAZ2B. Potency, µM (doses to about 114 µM), without a hit: top-dose activity change, negative = inhibition, actives largely listed as inhibitors. AlphaScreen BAZ2B-H3K14Ac peptide displacement. AID 504333, 2011. actives 4.4% (n = 360,000); also: % is scaled to controls: 0 for no effect and ±100 for the full control effect; nearly all actives have a fitted effect of over 60% in size
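AlphaScreen displacement: compounds (up to 110uM) incubated 30 min at room temperature with a preformed 50 nM BAZ2B/50 nM biotinylated H3K14Ac peptide complex in PBS pH 7.4 with Tween-20. Donor and acceptor beads at 10 ug/mL final added, 20 min light-protected before reading.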
JMJD2A Tudor – qHTS Assay for Inhibitors of JMJD2A-Tudor Domain; AlphaScreen JMJD2A-Tudor / H3K4me3 peptide binding; Potency, µM (doses to about 114 µM), without a hit: at the highest dose activity change, negative = inhibition, usual class: inhibitors; actives 4.4% (n = 390,000); AID 504339, 2011; also: % is scaled to controls: 0 for no effect and ±100 for the full control effect; nearly all actives have a fitted effect of over 50% in size
Target sequence (O75164 whole entry, looked up, the tested form may be a part): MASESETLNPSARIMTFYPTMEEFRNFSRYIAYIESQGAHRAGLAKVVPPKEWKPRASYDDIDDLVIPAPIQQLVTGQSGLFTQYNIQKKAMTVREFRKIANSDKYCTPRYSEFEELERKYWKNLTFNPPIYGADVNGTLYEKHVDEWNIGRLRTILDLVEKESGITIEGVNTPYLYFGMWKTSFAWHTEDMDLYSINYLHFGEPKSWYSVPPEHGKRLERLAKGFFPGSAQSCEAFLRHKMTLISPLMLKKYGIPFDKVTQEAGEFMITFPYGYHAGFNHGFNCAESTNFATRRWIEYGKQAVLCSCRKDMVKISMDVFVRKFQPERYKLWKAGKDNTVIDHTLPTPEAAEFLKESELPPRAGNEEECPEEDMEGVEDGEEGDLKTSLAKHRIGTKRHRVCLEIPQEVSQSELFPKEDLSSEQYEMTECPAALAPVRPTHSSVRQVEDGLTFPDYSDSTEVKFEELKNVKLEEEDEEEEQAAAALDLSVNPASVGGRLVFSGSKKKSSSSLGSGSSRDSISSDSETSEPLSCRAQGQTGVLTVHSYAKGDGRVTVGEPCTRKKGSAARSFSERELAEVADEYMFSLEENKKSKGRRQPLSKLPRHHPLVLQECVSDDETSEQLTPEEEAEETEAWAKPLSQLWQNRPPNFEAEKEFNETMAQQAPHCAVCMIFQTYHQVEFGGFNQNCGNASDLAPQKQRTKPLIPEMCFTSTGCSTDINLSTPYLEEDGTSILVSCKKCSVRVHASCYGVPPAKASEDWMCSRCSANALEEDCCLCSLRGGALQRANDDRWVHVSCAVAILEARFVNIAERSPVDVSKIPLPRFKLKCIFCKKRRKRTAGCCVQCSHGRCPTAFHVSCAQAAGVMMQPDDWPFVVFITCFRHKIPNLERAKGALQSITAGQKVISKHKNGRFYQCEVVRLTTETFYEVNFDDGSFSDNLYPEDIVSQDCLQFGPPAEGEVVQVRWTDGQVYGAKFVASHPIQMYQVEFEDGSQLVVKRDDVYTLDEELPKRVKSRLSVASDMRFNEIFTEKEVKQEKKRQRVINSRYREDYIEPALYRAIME
POLB inh – qHTS Assay for Inhibitors of DNA Polymerase Beta; P06746; Pol beta primer extension/strand displacement, fluorescence kinetic; Potency, µM (titrated, usually from 114 µM), for inactives: at the highest dose activity change, negative = inhibition, actives largely listed as inhibitors; actives 1.3% (n = 340,000); AID 485314, 2010; also: % is scaled to controls: 0 for no effect and ±100 for the full control effect
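Homogeneous kinetic assay of primer extension and strand displacement by 10 nM Pol beta, preincubated 15 min at room temperature with compound before 50 nM substrate (final) was added. Read at 0 and 10 min; four-parameter Hill fit.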
Starred values were filed as active, the others as inactive; u = inconclusive; x = not tested or not shown; & = joins results of further samples; ! = not confirmed by another sample; [ ] = remark or other dose. Calls follow the shape of the dose curve; as a rule, active = well fitted curve in the direction sought with a large enough effect; inconclusive = small, poorly fitted or top-dose-only effect, or another doubt; inactive = no such curve, though single readings can be large; an effect the other way counts as inactive or inconclusive. Potency is read from the fitted curve at half-maximal effect. A portion of the library. The share of hits here may be higher or lower than overall.

cpd	structure	Pol eta inh	BAZ2B inh	BLM helicase inh	POLB inh	POLK inh	JMJD2A Tudor	POLI inh	G9a block	APE1 inh
1	CCOc1ccc(CCNC(=O)CCCc2nnc3n(CC(C)C)c(=O)c4sccc4n23)cc1	-16%	-3%	4%	-13%	-3%	3%	20%	2%[59 µM]	x
2	Cc1nnc(NC(=O)CCCCCN2C(=O)C3C4C=CC(C4)C3C2=O)s1 (stereo unspecified)	-16%	3%	-2%	-12%	10%	-4%	6%	-43%[59 µM]	6%
3	O=C(c1ccc(Br)o1)N1CCN(c2ccc3nnc(-c4ccccc4)n3n2)CC1	4%	-33%	-1%	-25%	-24%	-26%	-20%	u	-1%
4	CN(C)C(CNS(=O)(=O)c1ccc(Cl)cc1)c1cccnc1 (stereo unspecified)	-7%	-13%	-14%	8%	8%	-13%	2%	u	3%
5	Cc1ccsc1C(=O)NNC(=O)C1CCCCC1C(=O)O (stereo unspecified)	-7%	-1%	2%	3%	-6%	-14%	5%	-10%[59 µM]	-3%
6	CCCn1c(=S)[nH]c2cc(Cl)ccc21	-28%	-5%	-3%	27%	0%	-23%[11.4 µM]	16%	u	2%
7	O=[N+]([O-])c1ccccc1/C=C/CN1CCN(Cc2ccc3c(c2)OCO3)CC1	-6%	u	0%	21%	-5%	22µM*	u	x	-4%
8	CCC1CN(C(=O)N2CCC(C(=O)NCc3cccc(F)c3)CC2)c2ccccc2O1 (stereo unspecified)	-5%	-15%	-3%	3%	-3%	-2%	-5%	22%	0%
9	CC(C(=O)Nc1cccc([N+](=O)[O-])c1)N1CCN(C/C=C/c2ccccc2)CC1 (stereo unspecified)	-14%	-34%	7%	27%	-11%	u	14%	u	0%
10	Cc1c(-c2ccccc2)oc2nc3c(c(=O)n(C)c(=O)n3C)n12	x	-2%	1%	2%	x	x	x	5%	-2%
11	Cc1ccc(S(=O)(=O)N2CCCCC2CCNC(=O)C(=O)NC2CCCC2)cc1 (stereo unspecified)	u	6%	x	x	-2%	-8%	-2%	-5%[0.501 µM]	55%
12	O=C(Nc1ccc(F)cc1)NC1CCCCC1	2%	-3%	1%	-1%	-8%	6%	8%	-33%	2%
13	O=S(=O)(c1ccccc1)N1CCC2(CCCN(Cc3cc(C(F)(F)F)cc(C(F)(F)F)c3)C2)CC1	x	x	-7%	x	-8%[60.1 µM]	x	x	-4%[12.7 µM]	-4%
14	O=C(c1ccccc1)N1CCN(S(=O)(=O)c2ccccc2)CC1	-16%	-19%	-1%	-2%	-8%&5%	-4%&5%	18%&40%	7%	2%
15	COc1ccc(C(=S)Nc2ccc(C)cc2)cc1	-12%	-4%	0%	3%	4%	-25%	4%	10µM*	-1%

Reformatted: entries from further up.
8: CCC1CN(C(=O)N2CCC(C(=O)NCc3cccc(F)c3)CC2)c2ccccc2O1 (stereo unspecified)
  Pol eta inh: -5%
  BAZ2B inh: -15%
  BLM helicase inh: -3%
  POLB inh: 3%
  POLK inh: -3%
  JMJD2A Tudor: -2%
  POLI inh: -5%
  G9a block: 22%
  APE1 inh: 0%
11: Cc1ccc(S(=O)(=O)N2CCCCC2CCNC(=O)C(=O)NC2CCCC2)cc1 (stereo unspecified)
  Pol eta inh: u
  BAZ2B inh: 6%
  BLM helicase inh: x
  POLB inh: x
  POLK inh: -2%
  JMJD2A Tudor: -8%
  POLI inh: -2%
  G9a block: -5%[0.501 µM]
  APE1 inh: 55%
14: O=C(c1ccccc1)N1CCN(S(=O)(=O)c2ccccc2)CC1
  Pol eta inh: -16%
  BAZ2B inh: -19%
  BLM helicase inh: -1%
  POLB inh: -2%
  POLK inh: -8%&5%
  JMJD2A Tudor: -4%&5%
  POLI inh: 18%&40%
  G9a block: 7%
  APE1 inh: 2%

(more compounds)
cpd	structure	Pol eta inh	BAZ2B inh	BLM helicase inh	POLB inh	POLK inh	JMJD2A Tudor	POLI inh	G9a block	APE1 inh
16	CCOc1ccc(C(=O)NC(C(=O)NCC2CCCO2)C(C)C)cc1 (stereo unspecified)	5%	7%	3%	-14%	-3%	-8%	54%[activator]	x	1%
17	COc1ccc(NC(=O)c2ccccc2NS(=O)(=O)c2ccc(C)cc2)c([N+](=O)[O-])c1	-18%	u	-7%	24%	-20%	u	-16%	3.2µM*	u
18	COc1ccc(OC)c2cc3ccccc3cc12	u	x	x	x	u	u	u	x	x
19	Cc1cc2oc(=O)cc(CN3CCN(Cc4ccc5c(c4)OCO5)CC3)c2cc1C	11%	4%	-9%	u	7%	-9%	25%	6%[59 µM]	-3%
20	COc1cc(C2c3sc(=O)[nH]c3SC3C(=O)N(c4ccc(Br)cc4)C(=O)C32)ccc1O (stereo unspecified)	-17%	u	-8%	10%	-22%	u	u	u	-9%
21	CC(=O)Nc1ccc(NC(=O)c2c(-c3ccccc3Cl)noc2C)c(C)c1	-12%	-15%	-3%	-24%	-9%	-12%	23%	48%	29%
22	COc1ccccc1C(=O)Nc1cccnc1	-12%	10%	-2%	1%	-2%	-10%	110%[activator]	-29%	u
23	COC(=O)c1noc(C)c1-c1ccnn1C(=O)c1ccc(Cl)cc1	-6%	4%	-6%	-24%	7%	-15%	26%	x	5%
24	CSc1nc(C)cc(-n2ccc(=O)[nH]c2=O)n1	-4%	11%	0%	8%	-27%	-11%	u	27%	-1%
25	COc1ccc(-c2nc(CS(=O)(=O)CC(=O)NC3CCCCCC3)c(C)o2)cc1	-7%	-4%	-2%	35%	23%	-3%	49%[activator]	x	-14%
26	COC(=O)c1sc2cccc(F)c2c1S(=O)(=O)N1CCN(c2ccc(C)cc2C)CC1	-20%	-24%	-8%	-2%	0%	-25%	21%	9%[59 µM]	x
27	CC(C)CNC(=O)c1coc(=O)c(Br)c1	17%	8%	-10%	10%	-7%	-8%	3%	-32%[59 µM]	1%
28	CCCc1cc(=O)oc2c(C)c(OCC(=O)c3ccc(N4CCCC4)cc3)ccc12	u	-9%	-3%	2%	-20%	-7%	4%	u	-1%
29	COc1ccccc1C(=O)Nc1ccc(C(=O)/C=C/c2cccs2)cc1	-21%	-25%	-6%	2%	-1%	-23%	u	3%[59 µM]	-7%
30	Cc1cccc(C)c1N1CCN(C(=O)N2CCCCC2)CC1	-6%	-35%	-2%	4%	8%	-1%	51%[activator]	x	11%
31	Oc1ccc(-c2csc(-c3ccccc3)n2)cc1O	-20%	56µM*	-10%	7.9µM*	-33%	40µM*	71µM*	u	-3%
32	COc1ccc2nc(N(Cc3cccnc3)C(=O)c3ccc4c(c3)OCCO4)sc2c1	-6%	0%	-6%	-7%	-7%[60.1 µM]	-25%	-1%	u	x
33	COc1ccc(Cc2nn3c(-c4ccccc4OC)nnc3s2)cc1	-16%	3%	0%	0%	0%	u	4%	u	-2%
34	COC(=O)c1cccc(-n2c(CCC(=O)O)ccc2-c2cccs2)c1	25%&-3%	71µM*!	-4%&0%	5%&0%	-8%	-11%[11.4 µM]	5%&6%	u	-2%
35	Cc1onc(-c2ccccc2)c1C(=O)Nc1sc2c(c1C#N)CCC(C)C2 (stereo unspecified)	-14%	-9%	-8%	-1%	-12%	-21%	4%	u	-6%
36	O=C(NNC(=O)C12CC3CC(CC(C3)C1)C2)c1cnccn1	-22%	-3%	-1%	18%	7%	-1%	25%	3.2µM*	1%
37	c1ccc(-c2nc(NCCCn3ccnc3)c3ccccc3n2)cc1	-17%	u	6%	4%	0%	u	0%	-36%	-4%
38	CCCCNC(=S)NNC(=O)c1cc(-c2cccnc2)nc2ccccc12	-15%	-14%	-1%	13%	-16%	-19%	4%	79µM*	16%
39	CNc1cc(N2CCCC2)ccc1[N+](=O)[O-]	-5%	-11%	-5%	33%	-2%	-8%	70%[activator]	3%	3%
40	COc1cccc(C(c2sc3nc(-c4ccco4)nn3c2O)N2CCCC2)c1 (stereo unspecified)	-10%	-21%	-3%	33%	-6%[60.1 µM]	-18%	-9%	14µM*	x
41	C#CCNC(=O)C1=C[C@H](c2coc3ccccc3c2=O)[C@@H](CCCO)[C@H](OCC)O1	-4%	-14%	-1%	-22%	0%	-9%	-3%	16%[12.7 µM]	0%
42	Cc1cc(C(=O)COC(=O)c2ccc[nH]c2=O)c(C)n1-c1ccc(F)cc1	-11%	u	-1%	16%	-3%	-21%	-2%	-8%[59 µM]	-4%
43	Clc1ccc(-c2cc(-c3nnc4n3CCCCC4)c3ccccc3n2)cc1	-15%	-6%	4%	4%[57.1 µM]	-15%	-11%	15%	8%	12%
44	O=C1CNC(=S)N1CCc1ccc(O)c(O)c1	-19%	-1%	-3%	-29%	-10%	u	u	10µM*	u
45	Cc1ccc(Cc2nc(-c3cccc(C)c3)no2)cc1	2%	189%[activator]	-3%	-3%	-2%	112%[activator]	17%	89%[activator][59 µM]	-5%
46	CN[C@]1(C)[C@H]2CC[C@@H](C2)C1(C)C	x	x	-4%[21.4 µM]	x	-1%[12 µM]	x	x	24%[21.5 µM]	-8%[21 µM]
47	COc1ccc(-c2nnn(CC#N)n2)cc1OC	-19%	2%	0%	5%	2%	-1%	38%[activator]	6%	-1%
48	Cc1cccc(NC(=O)C2Cc3ccccc3CN2C(=O)OCc2ccccc2)c1C (stereo unspecified)	-18%	-4%	-3%	-10%	-11%	-2%	0%	9%[59 µM]	1%
49	COc1ccc([N+](=O)[O-])cc1NC(=O)COC(C)=O	-22%	65%[activator]	-3%	4%	1%	-4%	1%	-33%	1%
50	CCN(CCn1cccn1)C(=O)c1cc(COc2cc(C)ccc2C)on1	-9%	-1%	-1%	3%	-22%	45%[activator]	8%	x	0%
51	COc1ccc(C(=O)/C=C/c2ccc(OC)c(COc3ccccc3F)c2)cc1	-24%	-2%	-3%	2%	1%	-16%	-6%	u	8%
52	COCCNC(=S)N/N=C(\C)c1ccc(-n2ccnc2)cc1	-6%	-32%	1%	2%	-4%	-28%	-3%	-2%[12.7 µM]	0%
53	N#CC(=NCc1cccnc1)C1=C(O)c2ccccc2C1=O	-20%	9%	-4%	17%	3%	-13%	24%	x	-7%
